HT1080 cytotoxicity: cytotoxicity in HT1080 fibrosarcoma cells, cell-based, fluorescence readout (AID 620); HT1080 viability, fluorescence; higher % means a stronger effect; cytotoxicity, % at 10 µM, or EC50 in µM where a hit was titrated; actives 0.42% (n = 87,000); in the data active = cytotoxicity above about 50%;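 also: cells exposed to compound overnight then 4 h with Alamar Blue; 0% = vehicle DMSO and 100% = killing control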
* = called active by the depositor.

SMILES | HT1080 cytotoxicity
Cc1ccc(S(=O)(=O)Nc2c(C)n(C)n(-c3ccccc3)c2=O)cc1 | 14%
Cc1ccc(C(=O)n2nc(-c3ccccc3)nc2NCc2ccco2)cc1 | 14%
CCc1ccc(CCC(=O)Nc2sc(C)c(C)c2C(=O)OC)o1 | -10%
C=CCn1c(=O)c2c3c(sc2n2c(Nc4ccc(C(=O)OCC)cc4)nnc12)CCCC3 | 7%
C=CCNC(=S)NNC(=O)C(CCCC)CC(C)O (stereo unspecified) | 18%
Oc1ccccc1-c1nc(N2CCCC2)c2ccccc2n1 | -13%
CCc1ccc(Nc2nnc(SCc3cc(=O)n4ccsc4n3)s2)cc1 | -6%
CC(NS(=O)(=O)c1ccc(CCC(=O)NCc2cccnc2)cc1)c1ccccc1 (stereo unspecified) | 0%
Cc1ccc(Oc2cc(C#N)c(C#N)cc2-n2nnc3ccccc32)cc1C | -6%
Cc1cc(C)cc(NC(=O)NC2CCN(CC(=O)Nc3c(C)cc(C)cc3C)CC2)c1 | 6%
CCN(CC)S(=O)(=O)c1cc(C(=O)N2CCc3ccccc32)ccc1Cl | -6%
Cc1c(Cl)cccc1-n1c(SCC(=O)N(C)Cc2ccccc2)nnc1-c1ccncc1 | -6%
CC(=O)Oc1ccc2oc(/C=C/N(C)C)c([N+](=O)[O-])c2c1 | -3%
Cc1cccc(NC(=O)C2CCCC2)c1 | 1%
C=CCn1c(Cc2ccc(OC)cc2)nnc1SCC(N)=O | 2%
CN(C)C(=O)NC(O)C(Cl)Cl (stereo unspecified) | -2%
O=C1CSC(c2cn(-c3ccccc3)nc2-c2cc3ccccc3oc2=O)N1Cc1cccnc1 (stereo unspecified) | 7%
Cc1ccc(N2C(=O)CSC2c2c(F)cccc2Cl)cc1 (stereo unspecified) | -1%
O=C1c2ccsc2SCCN1Cc1cccc(Cl)c1 | 4%
CCN(CC)C(=O)N1CCN(S(=O)(=O)c2ccc(C)cc2)CC1 | -2%
CC(=O)Nc1ccc(NC2=Nc3ccccc3N3C2=Nc2c(c(C)nn2-c2ccccc2)C3c2ccccc2)cc1 (stereo unspecified) | 26%
Cc1ccc(NC(=O)c2cc(NC(=O)CCC(=O)O)ccc2N2CCCCC2)cc1 | 1%
COc1ccc(-c2cc(C(F)(F)F)n3nc(C(=O)NCc4ccco4)c(Cl)c3n2)cc1 | -9%
O=C(/C=C/c1ccccc1)CC(O)(c1ccccc1)C(F)(F)F (stereo unspecified) | 4%
COc1ccccc1-n1c(CNc2ccc(F)cc2)nnc1SCC(=O)Nc1cc(C)on1 | 12%
CCOc1ccc(NC(=S)/C(=C(\[O-])c2ccc(C)c([N+](=O)[O-])c2)[n+]2ccccc2)cc1 | -11%
O=C(NC1CCCC1)c1cc2c(ccc3ccccc32)o1 | -1%
Cc1cc(C)cc(OC(=O)CCN2C(=O)c3ccccc3C2=O)c1 | 7%
Nc1nc2ccccc2n1/N=C/c1cccnc1 | -6%
Cc1cc(N2CCOCC2)nc2ccccc12 | -5%

Overlap with the part before: 5 entries, followed by the next part.
SMILES | HT1080 cytotoxicity
CCOc1ccc(NC(=S)/C(=C(\[O-])c2ccc(C)c([N+](=O)[O-])c2)[n+]2ccccc2)cc1 | -11%
O=C(NC1CCCC1)c1cc2c(ccc3ccccc32)o1 | -1%
Cc1cc(C)cc(OC(=O)CCN2C(=O)c3ccccc3C2=O)c1 | 7%
Nc1nc2ccccc2n1/N=C/c1cccnc1 | -6%
Cc1cc(N2CCOCC2)nc2ccccc12 | -5%
Cc1ccc(N=C2CCCN2Cc2ccccc2)c(C#N)c1 | -6%
Nc1ccccc1C(=O)NCc1ccccc1 | -9%
O=C(COc1ccc(Cl)cc1)Nc1nc(-c2ccc(S(=O)(=O)N3CCOCC3)cc2)cs1 | 2%
CC(Sc1nc2nn(-c3ccccc3)c(=O)c-2c2n1CCCCC2)C(N)=O (stereo unspecified) | -1%
CCCCNC(=O)c1ccc(CNc2c(N3CCC(C(=O)OCC)CC3)c(=O)c2=O)cc1 | -25%
O=c1c2ccccc2[nH]c(=S)n1CC1CCCO1 (stereo unspecified) | -25%
O=C(CCNC(=O)c1ccco1)NCc1ccccc1 | -4%
Cc1ccc(Sc2nnc(-c3ccccc3)cc2C#N)cc1 | 11%
O=S1(=O)CC/C(=N\O)c2ccccc21 | -8%
CCOC(=O)CSc1cc(=O)n(CC)c2ccccc12 | -9%
CC1CC2(CCCCC2)Nc2ccc3ccccc3c21 (stereo unspecified) | -10%
CC1CCC2(CC1)C(Nc1cccc(Cl)c1)=NC(=S)N2CC#N (stereo unspecified) | 1%
CCSc1nnc(NC(=O)c2cccnc2Cl)s1 | 1%
CC(=O)C1=C(O)C(=O)N(c2nccs2)C1c1ccc(Br)cc1 (stereo unspecified) | -17%
CCOCC(=O)Nc1nc(-c2ccccc2)c(CC)s1 | -14%
COc1cccc(C(=O)Cn2c(NCCO)nc3ccccc32)c1 | 3%
COc1ccc(NC(=O)Nc2ncccc2C)cc1 | 0%
CC1CCCC(C)N1C(=O)CSc1nnnn1-c1cccc2c1CCCC2 (stereo unspecified) | 6%
CCOC(=O)C1CCCN(Cc2cccs2)C1 (stereo unspecified) | -6%
Cc1ccc2oc(-c3cccc(NC(=O)c4ccc(Br)o4)c3)nc2c1 | 2%
COc1ccccc1CNC(=O)c1cnccn1 | 0%
CCC(c1nnnn1CCOC)N(Cc1cc2c(C)cc(C)cc2[nH]c1=O)CC1CCCO1 (stereo unspecified) | -8%
COc1ccnc(CSC(N)=Nc2ccc(F)cc2)c1 | -2%
CC(=O)N(C)c1ccc(NC(=O)C(F)(F)F)cc1 | 3%
CSc1nc(C)cc(OCCNS(=O)(=O)c2ccc(C)cc2)n1 | 7%
CCOC(=O)/C(C#N)=C\C=C1C=CN(C)C=C1 | -10%
O=C1CC(=C2c3ccccc3-c3ccccc32)C(=O)N1CCN1CCN(c2cccc(Cl)c2)CC1 | -9%
CCOc1cccc(OCCCOc2ccccc2)c1 | -6%
CCOC(=O)c1nnn(-c2nonc2-n2cccc2)c1CN1CCOCC1 | 1%
COC(=O)[C@@]1(Cc2ccccc2)[C@H]2c3cc(C(=O)N(C)C)n(Cc4ccccc4)c3C[C@H]2CN1C(=O)c1ccccc1 | -40%
COc1ccc(C2=CC(c3ccc(OC)c(OC)c3)NC(=S)N2)cc1 (stereo unspecified) | -12%
COC(=O)c1cn(NC(=O)CCC2CCCC2)c(=O)c2ccccc12 | -1%
c1ccc(C2[C@H]3CN(Cc4cccnc4)[C@H](c4ccccc4)C34CC2(c2cccnc2)C4)cc1 (stereo partly specified) | -13%
O=c1[nH]c(SCc2ccccc2)nnc1-c1ccccc1 | -14%
Cc1ccccc1Nc1nc(N)nc(CSc2nnc(-c3ccccc3)n2C)n1 | 14%
Cc1cc(C)c(C)c(OCC(=O)O/N=C(\N)c2ccccn2)c1 | 6%
Cc1cccc(OCCCn2c(=O)sc3ccccc32)c1 | -2%
CCOC(=O)c1[nH]c2ccccc2c1NC(=O)NC1CCCCC1 | -11%
CCn1nnnc1SCC(=O)Nc1cc(C)on1 | -19%
Cc1cc(C)n(-c2nc3ccccc3c(=O)n2OCc2ccc(Cl)cc2)n1 | -22%
COc1ccc(-c2c(C)n([O-])c3c([n+]2=O)CCCC3)cc1 | -17%
COc1ccc(C(C[N+](=O)[O-])c2c(-c3ccccc3)cc3ccccn23)cc1OC (stereo unspecified) | 21%
CCOc1ccc2[nH]cc(C(=O)N3CCN(C4CCCCC4)CC3)c(=O)c2c1 | -3%
CC(C)(C)c1cnnn1-c1ccc(C(=O)CCl)cc1 | 11%
Cc1cc(C)cc(OCC(=O)Nc2ccccc2N2CCCCC2)c1 | -15%

The closing seven compounds of the section above come first, to join the parts.
SMILES | HT1080 cytotoxicity
CCn1nnnc1SCC(=O)Nc1cc(C)on1 | -19%
Cc1cc(C)n(-c2nc3ccccc3c(=O)n2OCc2ccc(Cl)cc2)n1 | -22%
COc1ccc(-c2c(C)n([O-])c3c([n+]2=O)CCCC3)cc1 | -17%
COc1ccc(C(C[N+](=O)[O-])c2c(-c3ccccc3)cc3ccccn23)cc1OC (stereo unspecified) | 21%
CCOc1ccc2[nH]cc(C(=O)N3CCN(C4CCCCC4)CC3)c(=O)c2c1 | -3%
CC(C)(C)c1cnnn1-c1ccc(C(=O)CCl)cc1 | 11%
Cc1cc(C)cc(OCC(=O)Nc2ccccc2N2CCCCC2)c1 | -15%
COc1ccc(C)cc1N(C)C(=O)c1coc(=O)c2ccccc12 | -10%
CCCCS(=O)(=O)CC(COc1ccccc1)OC(=O)c1ccccc1 (stereo unspecified) | -1%
Cc1ccc2nc(NC(=O)COC(=O)c3ccc(Br)o3)sc2c1 | 0%
COCc1cc(=O)[nH]c(/N=C(\N)Nc2ccccc2C)n1 | -12%
CC(C)NC(=O)CN1C(=O)C(=O)c2ccccc21 | -152%
CCNc1nc(NC(C)C)nc(OCCOC(=O)Nc2ccccc2)n1 | 1%
O=C(NCCO)c1ccc2nc(-c3ccco3)c(-c3ccco3)nc2c1 | -10%
COc1ccccc1NC(=O)N1CCCC1C(=O)NCc1ccc2c(c1)OCO2 (stereo unspecified) | -4%
Cn1c(=O)c2c(nc(CN3CCN(C(c4ccccc4)c4ccccc4)CC3)n2CC(N)=O)n(C)c1=O | -1%
O=C(Nc1ncnc2sc3c(c12)CCCCC3)c1ccccc1 | -16%
CCc1nc(SCC(=O)Nc2c(C)nn(C)c2C)c2cnn(-c3ccccc3)c2n1 | -15%
CCC(CC)C(=O)Nc1c(C)n(C)n(-c2ccccc2)c1=O | 0%
Cc1ccc(NC(=O)CC2SC(=O)N(c3ccccc3)C2=O)cc1 (stereo unspecified) | -8%
CCCCOC(=O)Nc1ccc(C)c(Cl)c1 | -4%
CCCC1CC(CSC(=N)N)OC1=O (stereo unspecified) | -12%
CCC(=O)NCCc1nc2ccccc2n1Cc1ccc(C)cc1 | 16%
COCc1nnc(NS(=O)(=O)c2ccc([N+](=O)[O-])cc2)s1 | -1%
O=C(Nc1ccc(C(=O)N2CCCCC2)cc1)C1CCCCC1 | -12%
COc1ccc(C(=O)Nc2ccc(S(=O)(=O)N3CCCCC3)cc2)cc1 | -1%
CC1CCN(S(=O)(=O)c2cccc(-c3cn4cc(Cl)ccc4n3)c2)CC1 | -1%
Cc1cc(NS(=O)(=O)c2ccc(NC(NC(=O)C(C(F)(F)F)C(F)(F)F)(C(F)(F)F)C(F)(F)F)cc2)no1 | 27%
COc1ccc2c(c1)c(=O)oc1cc(OCC(=O)N3CCc4ccccc4C3)ccc12 | -2%
Cc1cccc(NC(=O)Nc2ccc(C)c(C)c2)n1 | -14%
O=C(Nc1ccccc1)c1ccc(NC2CCCCC2)c(S(=O)(=O)N2CCOCC2)c1 | 4%
COc1ccc(/C=N/Nc2nonc2N)cc1OC | 4%
Cc1sc2ncnc(N(C)Cc3ccco3)c2c1C | -5%
Cc1ccc(C2CC(=O)Nc3cc4c(cc32)OCO4)o1 (stereo unspecified) | 40%
O=C(CSc1ccc2ccccc2n1)N1CCC(c2noc3ccc(F)cc23)CC1 | -6%
Cc1ccc(S(=O)(=O)CCC(=O)Nc2nccs2)cc1 | -11%
CC(C)CNC(=S)NNC(=O)c1nn(C)cc1Cl | -4%
Cc1ccc(-n2nc(C(=O)c3ccccc3)n3c(=O)c(Cc4ccccc4)nnc23)cc1 | 4%
CCCOc1ccccc1C(=O)NC(CO)C(=O)O (stereo unspecified) | 14%
O=C(CSc1nnnn1-c1cccc2c1CCCC2)NC1CCCC1 | -11%
Cc1ccccc1NC(=S)N(C)C1(c2ccccc2Cl)CCCCC1=O (stereo unspecified) | 2%
Cc1cccc(C(=O)Nc2ccccc2N2CCN(c3ccc(F)cc3)CC2)c1 | -20%
O=C1/C(=C/c2cccnc2)Oc2cc(OS(=O)(=O)c3ccccc3)ccc21 | -13%
CCOc1ccc(C(=O)NC2CCN(C(=O)Nc3ccccc3OC)CC2)cc1 | -9%
COC(=O)C1=C(C)N(CCc2ccc(OC)c(OC)c2)C(=O)C1 | 5%
O=C(Nc1nc(-c2ccc(S(=O)(=O)N3CCOCC3)cc2)cs1)c1ccccc1 | 13%
O=C(Cc1ccc(Cl)cc1)N1CCN(C(=O)c2ccco2)CC1 | 9%
Cc1ccc(C2C(C(=O)c3ccco3)=C(O)C(=O)N2c2nnc(C)s2)cc1 (stereo unspecified) | -11%
COc1ccc2c(Cl)c(-c3nnc(SCC(=O)c4ccccc4)n3C)sc2c1 | 3%
Cc1cccc2c1N(CCCOc1ccccc1)C(=O)C2=O | -57%
Cc1ccc2cc(C3C(C#N)=C(N)Oc4c3ccc3cccnc43)c(=O)[nH]c2c1 (stereo unspecified) | 0%
CCOc1ccc(CC(=O)OCN2C(=O)c3ccccc3C2=O)cc1 | -3%
CC(Sc1nc(-c2ccccc2)nc2c1COC(C)(C)C2)C(=O)N1CCOCC1 (stereo unspecified) | -6%
CCC(C)(C)NC(=O)Cc1ccc(C)cc1 | -5%
CC1=CCC2C(=O)N(C(C)c3ccccc3)C(=O)C2C1 (stereo unspecified) | -2%
CCOc1ccc(NC(=O)c2ccccc2NS(C)(=O)=O)cc1 | -21%
CCOC(=O)C1CCN(C(=O)/C=C/c2ccc(OC)cc2)CC1 | -1%
CS(=O)(=O)N(CC(=O)N1CCN(c2ccccc2)CC1)Cc1ccc(Cl)cc1 | 0%
CCC(c1nnnn1C(C)(C)CC)N(CCCN1CCOCC1)Cc1cc2cccc(C)c2[nH]c1=O (stereo unspecified) | -2%
COc1ccc(C2C(C(=O)c3sc(C)nc3C)=C(O)C(=O)N2CCCn2ccnc2)cc1OC (stereo unspecified) | 21%
C1CCN(c2c3c(nc4nnnn24)CCCC3)CC1 | -10%
CC1C(=O)CCCCCCCCCC2C1(N1CCOCC1)CS2(=O)=O (stereo unspecified) | -2%
CC(C)Cn1c(NCCO)nc2ccccc21 | 1%
CC(C)CNC(=O)c1ccccc1NC(=O)c1ccccc1N(C)S(C)(=O)=O | 4%

An excerpt, so the mix of outcomes need not match the whole.
